# IkB sig inh: IkB pathway inhibition in ABC-DLBCL cells. actives 0.04% (n = 110,000). ABC-DLBCL IkBa-CBG/CBR dual luciferase ratio, 4 h; response scale: scaled: untreated 0%, proteasome inhibitor 100%. Potency, µM (doses to about 57.1 µM), for inactives: at the top dose IkBa stabilization activation. AID 445; active = well fitted curve in the direction sought with a large enough effect in the signal ratio, not every such curve was filed as active; inconclusive = small, poorly fitted or top-dose-only effect, or a change in a side signal; the % refers to the signal ratio;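 also: the direction sought is a rising ratio; 0% = basal untreated cells and 100% = reference inhibitor full response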
#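 In this assay, an IκBα–CBG68 fusion accumulates when IKK-driven degradation is blocked; native CBR normalizes for cell number. OCI-Ly3 cells were treated 4 h with compound and doxycycline, then green and red light read after Chroma-Glo addition.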
# Peg3 imprint: induces erasure of genomic imprints in mouse ES cells; mouse ES Peg3-LacZ reporter, beta-gal luminescence, 40 h; Potency, µM (titrated, usually from 60.7 µM), without a hit: at the top dose activity change, positive = activation, hits mostly activators; actives 0.02% (n = 110,000);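 also: 0% = negative control wells on the plate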
#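 Gelatin-coated wells received 300 freshly trypsinized female ES cells with a Peg3LacZ-Neo reporter on the maternal allele, then incubated 40 hours at 37C. BetaGlo was added for 5 minutes at room temperature before a single luminescence read.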
# p53ts 32C kill: p53ts cell cytotoxicity, permissive temperature; H1299-p53A138V at 32C, ATP luminescence viability, 24 h; AID 924; actives 0.93% (n = 130,000); Potency, µM (titrated, usually from 46.1 µM), inactives show top-dose activity change, negative = cytotoxicity, usual class: cytotoxic;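 also: 0% = DMSO and -100% = full killing by reference compound; nearly all actives have a fitted effect of over 55% in size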
#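 Viability by ATPlite luminescence after 24 h compound treatment (up to 46 uM) at the permissive 32C. Cells are H1299 carrying p53 A138V. Scale runs from DMSO basal to 100 uM tamoxifen as full kill; AC50 from Hill fits.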
# p53ts 39C tox: p53ts cell cytotoxicity, nonpermissive temperature. Potency, µM (series often up to 46.1 µM), for the others: at the highest dose activity change, negative = cell killing, actives largely listed as cytotoxic. actives 1.5% (n = 130,000). H1299-p53A138V viability at 39C, ATP luminescence, 24 h; also: nearly all actives have a fitted effect of over 55% in size
# * marks the source's active call; other numbers are inactive results; u = inconclusive; x = no result given; [ ] = remark or other dose. Unless noted, calls follow the shape of the dose curve; as a rule, active = well fitted curve in the direction sought with a large enough effect; inconclusive = small, poorly fitted or top-dose-only effect, or another doubt; inactive = no such curve, though single readings can be large; an effect the other way counts as inactive or inconclusive. Unless noted, % is scaled to controls: 0 for no effect and ±100 for the full control effect; potency is read from the fitted curve at half-maximal effect.
SMILES,IkB sig inh,Peg3 imprint,p53ts 32C kill,p53ts 39C tox
COc1cccc(-c2cc(C(=O)Nc3cccnc3Cl)no2)c1,u,-8%[10.9 µM],-5%,-13%
CCOC(=O)c1c(NC(=O)/C=C/c2ccc(OC)cc2)sc2c1CCC(C)C2 (configuration not stated),1.0%,11%[10.9 µM],6%,5%
Cc1csc(B(O)O)c1,x,2%,-3%,6%
CCCC(c1nnnn1CCc1ccccc1)N1CCN(C(=O)c2ccco2)CC1 (configuration not stated),1.0%,-13%,-17%,2%
CSc1nc2cc(S(=O)(=O)N3CCCCC3)ccc2s1,-0.8%[11.4 µM],-13%[10.9 µM],-2%[9.22 µM],-7%[9.22 µM]
O=C(c1ccc(F)cc1F)N1CCC(c2nc(-c3ccc(S(=O)(=O)N4CCCC4)cc3)no2)CC1,u,17%[10.9 µM],5%,-22%
CN(C)c1ccc(CNC(=O)Cc2ccc(NC(=O)N3CCCCc4ccccc43)cc2)cc1,u,-4%[10.9 µM],-5%,-8%
CC1(C)CC(=O)C(CC2=C(O)CC(C)(C)CC2=O)=C(O)C1,0.2%,-9%,8%,-3%
O=C(NCCN=C1NS(=O)(=O)c2ccccc21)c1ccc2nccnc2c1,-2.1%,0%,-2%,1%
CCOC(=O)N1CCN(c2c(-c3ccc(C)c(C)c3)c(=O)c2=O)CC1,-1.1%,-13%,6%,11%
CCOC(=O)C(C#N)C(c1cccnc1)c1c(C)[nH][nH]c1=O (configuration not stated),14%,-1%,-8%,-13%
CCN(CC)c1ccc(NC(=O)c2cc(CN3CCCC3)on2)c(C)c1,u,-15%[10.9 µM],-8%,-9%

# Look-ups from above:
# Peg3 imprint, CN(C)c1ccc(CNC(=O)Cc2ccc(NC(=O)N3CCCCc4ccccc43)cc2)cc1 : -4%[10.9 µM]
# Peg3 imprint, O=C(NCCN=C1NS(=O)(=O)c2ccccc21)c1ccc2nccnc2c1 : 0%
# p53ts 32C kill, COc1cccc(-c2cc(C(=O)Nc3cccnc3Cl)no2)c1 : -5%
# IkB sig inh, CCOC(=O)C(C#N)C(c1cccnc1)c1c(C)[nH][nH]c1=O (configuration not stated) : 14%

# Following part
SMILES,IkB sig inh,Peg3 imprint,p53ts 32C kill,p53ts 39C tox
CCOC(=O)N1CCN(C(=O)c2ccc(CN(c3ccccc3)S(C)(=O)=O)cc2)CC1,1.6%,-7%,4%,12%
C[C@@H](C(=O)O)c1ccc(C(=O)c2ccccc2)s1,2.3%[25.6 µM],-90%[inhibitor][16.8 µM],-2%[20.6 µM],3%[20.6 µM]
CC1=C(C(=O)Nc2cccnc2)C(c2ccc(C)cc2)n2nc(SCc3ccccc3F)nc2N1 (configuration not stated),-2.4%,-6%[10.9 µM],-4%,40%[activator]
Cc1cc(C(=O)CSc2nnnn2C)c(C)n1-c1ccc2c(c1)OCCO2,u,-30%,0%,-14%
CCc1cc(=O)oc2c(C)c(O)c(CN3CCCCC3)cc12,0.5%,-7%,-4%,2%
COc1ccc2nc(SCC(=O)N(C)C3CCCCC3)c(C#N)cc2c1,u,-15%,13%,-3%
CCCC(=O)Nc1cc(OCC)c(NC(=O)NC2CCCCC2)cc1OCC,-0.7%,-8%,7%,3%
Cc1cc2nn(-c3ccc(F)cc3)nc2cc1NC(=O)c1cccc2c(Cl)cccc12,5.4%,5%[10.9 µM],-4%,9%
O=C1OC2(c3ccccc3)C3CCCC2C13,0.6%,10%,17%,-7%
CC(=O)c1ccc(N2CCN(C(=O)c3cc4c(s3)-c3ccccc3OC4)CC2)cc1,u,-6%[10.9 µM],0%,0%
CCCC(=O)NCCc1cc2cc(C)c(C)cc2[nH]c1=O,-2.6%,-5%,-11%,-3%
COc1cccc(-c2cncnc2Nc2ccc(F)cc2)c1,20%[11.4 µM],-1%,11%,-6%
Cc1cc(C)c(C#N)c(N2CCN(Cc3ccc4c(c3)OCO4)CC2)n1,2.8%,-18%,-21%,-11%
Cn1c(=O)c2[nH]c(-c3cccnc3)nc2n(C)c1=O,4.7%,4%,-2%,-7%
COC(=O)c1c(NC(=O)c2c(OC)cccc2OC)sc2c1CCCC2,u,-14%[10.9 µM],10%,0%
CCc1nc(N)c(C#N)c(-c2ccncc2)c1C,-0.1%,-10%,-7%,1%
COc1ccc(C)cc1NC(=O)CN1C(=O)COc2ccc(S(=O)(=O)N3CCOCC3)cc21,u,u,5%,-15%
Cc1ccc2nc(-c3ccccc3F)c(Nc3ccc(Cl)cc3)n2c1,9.5%,-7%[10.9 µM],u,u
CCC(=O)N1CCc2cc(S(=O)(=O)CCC(=O)NCc3ccc(C)cc3)ccc21,-4.1%,7%[10.9 µM],5%,9%
Cc1ccccc1OCC(=O)Nc1cccc(NC(=O)c2ccco2)c1,x,x,-16%,-13%
O=C(NCc1ccc2c(c1)OCO2)c1c[nH]c2ccc(S(=O)(=O)N3CCOCC3)cc2c1=O,1.0%,6%,-5%,3%
COc1ccc2cc(C(=O)NC3CCCCC3)c(=O)oc2c1,-3.5%,-7%,6%,8%
Cc1nn(-c2ccccc2)c2[nH]c(=O)c(CNCc3ccc4c(c3)OCO4)cc12,4.1%,-12%,2%,2%
COc1ccc(Cl)cc1NC(=O)CCn1cnc2ccccc2c1=O,-0.3%,-14%,6%,12%
Cc1nc2c(C(=O)NCc3ccc4c(c3)OCO4)c[nH]n2c(=O)c1Cl,2.7%,-10%,8%,30%
CCOc1ccc(S(=O)(=O)N(C(C)=O)c2ccc3oc(C)c(C(=O)OC)c3c2)cc1,23%,-24%[10.9 µM],7%,-3%
COc1cccc(CNc2nc3nc(C)cc(C)n3n2)c1,6.0%,-14%,3%,-5%
Cc1ccc(NCc2nnc(SCC(=O)N3CCCCC3)n2CC2CCCO2)c(C)c1 (configuration not stated),1.8%,-1%,-4%,2%
Cc1ccc(Cl)c(OC(=O)c2ccc(N3CCOCC3)c([N+](=O)[O-])c2)c1,x,x,16%,-12%
Cc1sc2ncn(CC(=O)N3CCN(c4ccccc4F)CC3)c(=O)c2c1S(=O)(=O)N1CCC(C)CC1,u,9%[10.9 µM],7%,26%
COc1cc(C(=O)N(Cc2cccnc2)c2nc3cc(C)c(C)cc3s2)cc(OC)c1OC,-0.7%,-18%[10.9 µM],-3%,8%
CN(Cc1ccccc1)C(=O)C1CCN(S(=O)(=O)Cc2ccccc2)CC1,-1.0%,-9%[10.9 µM],-8%,-4%
C=CCn1c(Cc2cccs2)nnc1SCC(=O)Nc1cccc(OC)c1,0.0%,-10%,1%,4%
CCOC(=O)c1ccc(NC(=O)c2noc3c2CCCC3)cc1,u,-27%[10.9 µM],-6%,-20%
CCCn1c(CCC(=O)Nc2ccccc2OC)nc2cccnc21,0.5%,7%[10.9 µM],-3%,-23%
COC(=O)c1cccc(C23CC4(C2)[C@H](CN(CC2CCCCC2)[C@@H]4c2ccccc2)C3c2ccc(C(F)(F)F)cc2)c1 (some centres not stated),x,-14%,15%,11%
CCOC(=O)c1ccccc1NC(=O)CSc1ccc(-c2cccs2)nn1,-3.2%,-11%[10.9 µM],-4%,-8%
COC(=O)c1ccccc1NC(=O)c1ccco1,-2.7%,-3%,0%,-8%
O=C(Nc1ccon1)c1ccc2c(c1)OCO2,1.0%,-66%[inhibitor],-25%,-28%
CCn1c(=O)c2cc(C(=O)NCCCN3CCN(c4ccc(F)cc4)CC3)sc2c2ccccc21,u,-16%[10.9 µM],-4%,-23%
CCCCN(C)C(=O)CN1C(=O)CCn2nc(-c3cn(C)c4ccccc34)cc21,-0.8%,5%[10.9 µM],16%,-7%
CC(=O)Nc1ccc(C)cc1NC(C)=O,-2.1%,0%,4%,6%
COc1ccc(Cl)cc1S(=O)(=O)Nc1ccc2[nH]c(=O)[nH]c2c1,6.0%,3%[10.9 µM],-9%,-9%
Cc1cccc(C(=O)NCC(=O)OCc2cc(=O)n3nc(C)sc3n2)c1,-4.8%,-9%[10.9 µM],-7%,-14%
Cc1ccc(CN2CCC(CNC(=O)Nc3cccc(Cl)c3C)C2)cc1 (configuration not stated),u,-21%[10.9 µM],-20%,u
Cc1ccc2ncc(C(=O)Nc3cccc(C(F)(F)F)c3)c(=O)n2c1,-2.3%,-3%[10.9 µM],-3%,4%
CN(C)c1ncc2nc(-c3ccccc3)c(=O)n(-c3ccccc3)c2n1,-4.0%[11.4 µM],u,1%,5%
CCOc1ccccc1CNC(=O)c1oc2c(c1C)-c1nn(Cc3cccc(Cl)c3)cc1CC2,u,-14%[10.9 µM],u,u

# Structural class: those above with two or more sulfur atoms.
SMILES,IkB sig inh,Peg3 imprint,p53ts 32C kill,p53ts 39C tox
CSc1nc2cc(S(=O)(=O)N3CCCCC3)ccc2s1,-0.8%[11.4 µM],-13%[10.9 µM],-2%[9.22 µM],-7%[9.22 µM]
Cc1sc2ncn(CC(=O)N3CCN(c4ccccc4F)CC3)c(=O)c2c1S(=O)(=O)N1CCC(C)CC1,u,9%[10.9 µM],7%,26%
C=CCn1c(Cc2cccs2)nnc1SCC(=O)Nc1cccc(OC)c1,0.0%,-10%,1%,4%
CCOC(=O)c1ccccc1NC(=O)CSc1ccc(-c2cccs2)nn1,-3.2%,-11%[10.9 µM],-4%,-8%

# (listing goes on)
SMILES,IkB sig inh,Peg3 imprint,p53ts 32C kill,p53ts 39C tox
C#CCCCO/N=C1/C[C@@H](O)[C@@H](O)[C@@H]2[C@@H]3C(=O)N(C[C@@H]4CCCO4)C(=O)[C@H]3CC[C@@H]12,x,x,4%[9.22 µM],7%[9.22 µM]
CC(c1nnc(SCC(=O)NC(=O)NCc2ccco2)n1-c1ccc(Cl)cc1)N(C)C (configuration not stated),0.4%,-9%,-3%,-8%
CCOCCCNc1nc2c(c(=O)[nH]c(=O)n2C)n1CCCc1ccccc1,-1.3%,9%,3%,3%
Cc1nn(C)c2c1c(C(F)(F)F)cc(=O)n2CC(=O)NCc1ccc(OC(C)C)cc1,u,-7%[10.9 µM],-9%,-22%
O=C(Cc1ccccc1F)N1CCC(c2nc3c(nnn3Cc3cccc(Cl)c3)c(=O)[nH]2)CC1,-0.6%,19%[10.9 µM],25%,u
CC(C)C(C(=O)OCC(=O)c1ccc2c(c1)NC(=O)CO2)N1C(=O)c2ccccc2C1=O (configuration not stated),u,-9%,-12%,-10%
Cc1cccc(OCC(=O)Nc2ccc3c(c2)N(C)C(=O)c2ccccc2S3)c1,u,-12%[10.9 µM],2%,-11%
CN(C)CCCOC(=O)CCc1ccccc1,1.9%,-6%,2%,0%
C=CCOc1ccc2ccccc2c1CNc1ncn[nH]1,2.1%,3%,-2%,5%
Cc1nn(Cc2nc(-c3cccs3)no2)c(C)c1Br,2.1%,-13%,-3%,-6%
COc1cc(NS(=O)(=O)c2ccc(C)cc2)ccc1-n1cnnn1,0.2%,-13%,19%,7%
Cc1cc(C)cc(NC(=O)C(=O)NC(C)c2ccccc2)c1 (configuration not stated),u,-11%[10.9 µM],-29%,1%
Cc1cccc(NC(=O)CSc2n[nH]c(-c3ccncc3)n2)c1,-1.1%,-12%,18%,19%
COc1cccc(CNC(=O)c2cc(=O)[nH]c3ccc(S(=O)(=O)N4CCCCC4)cc23)c1,0.0%,-3%[10.9 µM],9%,-1%
COc1ccc(CNC(=O)CCS(=O)(=O)c2cc(Br)cc3c2N(C(=O)C2CC2)CC3)cc1,10%,-6%[10.9 µM],7%,9%
Cc1ccc(C(CC(=O)Nc2ccc(F)c(Cl)c2)N2Cc3ccccc3C2=O)cc1 (configuration not stated),u,16%[10.9 µM],-8%,-8%
CCOC(=O)N1CCC(NC(=O)C(C)n2c3ccccc3c3cnn(C)c(=O)c32)CC1 (configuration not stated),1.0%,-5%,-5%,-14%
CCOc1ccc(-c2nc3n(c(=O)c2C#N)CCCS3)cc1,-1.8%,-5%,-23%,-6%
CCOC(=O)N1CCN(c2ccc(C(C)=O)cc2F)CC1,x,x,7%,6%
CCOC(=O)c1csc(NC(=O)CSc2nnnn2-c2cccc(OC)c2)n1,x,x,2%,18%
CCc1ccc(C(=O)Nc2nnn(CC)n2)cc1,3.8%,-9%,0%,8%
COc1cc(C(c2sc3nc(C)nn3c2O)N2CCOCC2)cc(OC)c1OC (configuration not stated),13%,-4%,2%,15%
CCCCNC(=O)c1cn(C)c2ccc(S(=O)(=O)N3CCCC3)cc2c1=O,u,6%[10.9 µM],-2%,10%
COc1ccc(NC(=O)Cn2c(=O)n(C(C)C)c(=O)c3oc4ccccc4c32)cc1Cl,u,-16%[10.9 µM],4%,7%
CCOC(=O)C1=C(O)CSC1=Nc1cccc(Cl)c1,-1.8%,-9%,2%,-4%

# Screening data as filed in PubChem BioAssay.
